HTRA1 inh: HTRA1 serine protease inhibitors, primary screen, biochemical, fluorescence polarization, HTS | recombinant HTRA1, FP-rhodamine activity-based probe | inhibition, % at 5.96 µM | 0.5% of 340,000 active; in the data active = inhibition above about 36%;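 note: 0% = enzyme with DMSO and 100% = wells lacking enzyme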
GC-B act: human GC-B receptor activators, primary screen, HEK293 GC-B cells, cGMP TR-FRET, EC30 CNP; Atrial natriuretic peptide receptor 2 (Homo sapiens), P20594; 0% at EC30 CNP, 100% saturating CNP; activation, % at 10 µM; 0.11% of 370,000 active;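 active = activation at 10 µM reaching about 35% in either raw or pattern-adjusted values, limit read from the data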
Rev-erbA mod: modulators of Rev-erb alpha DNA binding, primary screen, biochemical, FITC-DNA, fluorescence polarization, uHTS. 0.79% of 370,000 active. AID 1259318, 2017. Rev-erbα–FITC-DNA binding, 90 min. activity, % at 10 µM. Nuclear receptor subfamily 1 group D member 1 (Homo sapiens), P20393;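 active = activity above about 14%, limit read from the data; passing the limit was not always enough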;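 note: 0% = DMSO wells with 35 nM protein and 100% = DMSO wells with 750 nM protein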
ARFGAP1 inh: inhibitors of rat ARFGAP1 GAP activity, primary screen, biochemical, fluorescence polarization, GDP tracer; ADP-ribosylation factor GTPase-activating protein 1 (Rattus norvegicus), Q62848; Arfgap1-stimulated ARF1 GTP hydrolysis, GDP FP detection; inhibition, % at 16.5 µM; 0.26% of 360,000 active; AID 651572, 2012;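 active = inhibition above a per-plate limit, mean inhibition of low control wells plus 3 SD, cut at about 25% in these data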;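 note: 0% = DMSO wells with enzyme and 100% = wells lacking Arfgap1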
Target sequence (Q62848 1-136 limits assumed): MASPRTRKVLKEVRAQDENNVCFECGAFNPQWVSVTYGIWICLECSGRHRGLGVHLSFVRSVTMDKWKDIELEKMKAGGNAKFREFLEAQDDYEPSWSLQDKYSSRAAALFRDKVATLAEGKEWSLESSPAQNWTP
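System: truncated rat Arfgap1 GAP domain / Benchmarks: high control wells lacking Arfgap1, low control full reaction with DMSO / Times: compound-enzyme preincubation 20 min, reaction 120 min, detection 60 min, 25 °C / Repeats: one replicate per compound / Also added: human ARF1(Δ1-17)-GTP substrate / Measured by: Tracer-displacement fluorescence polarization with EDTA stop, 620/688 nm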
ASAP1 GAP inh: inhibitors of human ASAP1 ArfGAP activity, primary screen, biochemical, fluorescence polarization; inhibition, % at 16.5 µM; ASAP1-stimulated ARF1 GTP hydrolysis, GDP FP detection; Arf-GAP with SH3 domain, ANK repeat and PH domain-containing protein 1 (Homo sapiens), …; AID 624377, 2012; 0.19% of 360,000 active; in the data active = inhibition above about 25%;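 note: 0% = vehicle with enzyme and substrate and 100% = no enzyme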
Target sequence (Q9ULH1 325-724 limits assumed): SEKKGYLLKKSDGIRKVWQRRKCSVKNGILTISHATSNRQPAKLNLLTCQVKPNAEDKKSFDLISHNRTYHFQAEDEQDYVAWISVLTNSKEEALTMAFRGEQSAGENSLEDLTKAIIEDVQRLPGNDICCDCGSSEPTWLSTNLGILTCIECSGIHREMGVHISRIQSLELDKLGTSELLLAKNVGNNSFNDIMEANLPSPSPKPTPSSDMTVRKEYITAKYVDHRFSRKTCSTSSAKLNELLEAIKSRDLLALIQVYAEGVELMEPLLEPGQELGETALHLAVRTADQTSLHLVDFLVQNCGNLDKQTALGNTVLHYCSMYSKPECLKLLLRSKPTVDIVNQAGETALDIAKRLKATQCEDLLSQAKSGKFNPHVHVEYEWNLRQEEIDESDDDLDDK
PG9 binder: binders of HIV-1 gp120 antibody PG9, primary screen, biochemical, TR-FRET; HIV-1 gp120 / PG9 antibody interaction; inhibition, % at 6.7 µM; 0.43% of 360,000 active; TR-FRET gp120-PG9 antibody binding; AID 624416, 2012; in the data active = inhibition above about 8.5%
mABHD4 FP: ABHD4 inhibitors, primary screen, biochemical, fluorescence polarization, mouse. (Lyso)-N-acylphosphatidylethanolamine lipase (Mus musculus), Q8VD66. purified mABHD4, FP-Rh probe fluorescence polarization. inhibition, % at 8.92 µM. 0.54% of 370,000 active. AID 720543, 2013;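 active = inhibition exceeding the mean over every tested compound plus 3 SD, cut at about 30% in these data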;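 note: 0% = plate median of compound wells and 100% = S159A mutant with DMSO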
Target sequence (Q8VD66 whole entry, looked up): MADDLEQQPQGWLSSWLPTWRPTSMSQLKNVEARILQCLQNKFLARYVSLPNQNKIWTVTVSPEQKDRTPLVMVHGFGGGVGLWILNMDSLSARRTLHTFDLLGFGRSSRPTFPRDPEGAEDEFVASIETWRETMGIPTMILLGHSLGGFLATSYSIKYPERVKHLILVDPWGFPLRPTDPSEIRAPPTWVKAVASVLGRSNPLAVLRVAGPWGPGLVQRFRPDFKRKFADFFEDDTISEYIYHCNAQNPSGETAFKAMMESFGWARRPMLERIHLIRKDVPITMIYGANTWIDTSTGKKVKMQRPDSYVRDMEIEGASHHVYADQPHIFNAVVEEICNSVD
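Test system: mABHD4 protein; Read-out basis: % inhibition; Incubation: 45 min + 60 min at 25 °C; Repeats: single replicate; Technique: fluorescence polarization with parallel and perpendicular emission, 525/598 nm; Compound: 8.92 µM, single dose; Benchmarks: full inhibition S159A mutant plus DMSO, zero as sample-well median.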
rCAG binder: binders of r(CAG) RNA repeats, primary screen, biochemical, fluorescence. AID 651821, 2012. inhibition, % at 3 µM. 1.3% of 370,000 active. r(CAG) RNA repeat, TO-PRO-1 dye displacement fluorescence;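 active = inhibition above the plate cutoff, the mean of all test compounds on that plate plus 3 SD, cut at about 35% in these data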;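 note: 0% = DMSO alone and 100% = 100 µM mitoxantrone as full dye displacement; higher means more dye released from RNA so lower well fluorescence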
GC-A act: GC-A stimulated cGMP production enhancers – HEK293 GC-A cells, cGMP TR-FRET, EC30 ANP, primary screen. Atrial natriuretic peptide receptor 1 (Homo sapiens), P16066. 0% at EC30 ANP, 100% saturating ANP. activation, % at 10 µM. 0.14% of 370,000 active; in the data active = activation above about 40%
SMARCA2 activ: SMARCA2 (BRM) function activators, primary screen, cell-based, luminescence, high throughput; AID 652017, 2013; 1% of 370,000 active; MG213 cells, MMTV-luciferase reporter, dexamethasone, overnight; activation, % at 9.1 µM; in the data active = activation above about 7.8%;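 note: 0% = vehicle wells and 100% = reference activator wells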
The depositor's hits bear a star; . = not tested or not shown.

Results follow in this order: HTRA1 inh | GC-B act | Rev-erbA mod | ARFGAP1 inh | ASAP1 GAP inh | PG9 binder | mABHD4 FP | rCAG binder | GC-A act | SMARCA2 activ
CSc1nn(CCc2ccncc2)c(=S)s1
→ -2.9 | 0.8 | 1.9 | -7.8 | -3.9 | -1.3 | 4.5 | 0.3 | 5.5 | 3.3
CN(C)S(=O)(=O)c1ccc(NC(=S)NC(=O)c2cccs2)cc1
→ . | 1.5 | -2.9 | -3.8 | -3.4 | 1.4 | -6.0 | 2.4 | 6.1 | -2.9
COc1ccc(N2CCN(C(=O)c3cc4cc(Cl)ccc4[nH]3)CC2)cc1
→ 6.0 | 0.6 | -5.0 | 0.8 | -2.0 | -0.3 | 3.4 | 3.5 | -0.2 | -0.8
O=C(/C=C/c1ccccc1Cl)Nc1ccc(Cl)cn1
→ 4.0 | -2.1 | -6.3 | -2.2 | -4.3 | -1.2 | -4.2 | -0.6 | -3.2 | 1.4
O=C(Nc1ncc(C(F)(F)F)cc1Cl)c1ccc(S(=O)(=O)N2CCOCC2)cc1
→ -3.6 | 2.8 | -4.3 | -11.3 | 2.6 | 0.9 | 3.0 | -4.5 | 3.9 | 0.8
Cc1c(NC(=O)Nc2ccccc2)cccc1[N+](=O)[O-]
→ 2.5 | -0.5 | 4.6 | -0.5 | 11.6 | -3.4 | -5.9 | 2.0 | -1.8 | -4.3
O=C(Nc1ccnn1C1CCN(CC(O)CO)CC1)C1CCCC1 (configuration not stated)
→ -3.0 | 0.0 | 10.5 | 3.0 | -3.1 | -1.2 | 5.0 | -4.8 | 1.2 | -3.0
CN(Cc1ccccc1)C(=O)c1ccc(Nc2nc(CN)cs2)nc1
→ . | -3.8 | 2.9 | -1.1 | -4.1 | 1.2 | -1.9 | 10.5 | 1.0 | -2.4
NC(=O)CNC(=O)[C@@H]1CC2(CC(c3cccc(Br)c3)=NO2)CN1C(=O)c1ccc(Br)cc1 (some centres not stated)
→ -5.0 | -1.4 | 2.0 | -3.4 | 0.1 | 1.8 | 1.4 | 7.3 | 0.4 | 1.9
COc1ccc(-c2[nH]c(-c3ccc(C)cc3)nc2SCC(=O)NCc2ccco2)cc1OC
→ 2.1 | 3.5 | 6.7 | 0.7 | 3.5 | -1.4 | 2.4 | 3.6 | 5.9 | 0.0
CCOC(=O)/C=C/C(=O)OCC(=O)NC(c1ccccc1)c1ccccc1
→ 1.1 | -8.5 | 0.2 | 17.2 | 7.4 | -0.6 | 6.4 | 1.0 | -27.0 | -2.2
CCNC(=O)NC(=O)C(C)OC(=O)c1ccc(SC)cc1OC (configuration not stated)
→ 6.0 | -2.0 | -2.4 | 2.4 | -6.6 | 1.3 | -3.9 | -2.4 | 3.4 | -3.4
O=C(Nc1scc(-c2ccc(F)cc2)c1C(=O)O)c1ccco1
→ -5.8 | -2.3 | -0.1 | -10.2 | 4.6 | 0.6 | -7.4 | 16.6 | -1.4 | -2.5
O=C(NC1C=CS(=O)(=O)C1)c1ccccc1 (configuration not stated)
→ 2.0 | 0.3 | -2.7 | 3.6 | 9.0 | 0.5 | -1.3 | -1.4 | 1.2 | 0.7
Cc1cc(NS(=O)(=O)c2ccc(NC(=O)Nc3ccc4c(c3)OCO4)cc2)no1
→ -0.7 | 4.2 | 0.5 | 0.7 | 15.9 | -4.8 | 11.5 | 17.0 | 3.1 | 5.5
O=C(CCCO)c1ccc2c(c1)OCCO2
→ -0.2 | -3.9 | -3.8 | 1.1 | 5.8 | -2.1 | 4.6 | -3.0 | 1.4 | -2.1
O=C(NCC1CCCO1)c1ccccc1-c1nc(-c2ccccc2Cl)no1 (configuration not stated)
→ -2.5 | 0.2 | 7.3 | -1.1 | -17.5 | -0.8 | -3.0 | -1.9 | -3.0 | 6.1
O=C(Nc1ncn[nH]1)c1cccc(S(=O)(=O)N2CCOCC2)c1
→ 0.7 | -4.7 | -1.1 | 2.1 | -1.7 | 1.0 | 1.1 | -2.2 | -2.6 | -2.2
CCC(Sc1ccc(C(=O)O)cc1)C(=O)O (configuration not stated)
→ 6.2 | 0.5 | 3.2 | 5.5 | -5.7 | -0.8 | -0.8 | -2.5 | 0.8 | -3.4
Cn1nc(C(=O)NCc2ccccc2)c2ccccc2c1=O
→ 1.9 | -2.0 | -6.2 | -5.8 | -7.9 | 0.4 | 3.9 | -1.6 | 2.0 | -2.5
CCOc1ccc(NC(=O)c2ccccc2NC(=O)CN2CCN(C(C)=O)CC2)cc1
→ -0.8 | 1.8 | -2.0 | 0.6 | 12.4 | 0.2 | 0.1 | -2.6 | 1.3 | -0.6
CCOCCCNC(=O)C(c1ccc(Cl)cc1)N1CCN(C(=O)c2ccco2)CC1 (configuration not stated)
→ 2.7 | 3.0 | -0.8 | 6.7 | 1.7 | 0.7 | 4.5 | -9.5 | -0.2 | -1.4
Cc1ccc(-c2csc(NC(=O)c3ccco3)n2)cc1C
→ -33.7 | -5.0 | -3.5 | 8.1 | 8.8 | 1.5 | -39.3 | 4.3 | 20.6 | 2.5
COc1ccccc1CCNC(=O)CSc1nc(=O)[nH]c2c1CCC2
→ 1.6 | 4.7 | -1.3 | -12.9 | -2.1 | 0.4 | 1.7 | -2.3 | 1.2 | -2.2
OCc1ccccc1-c1ccc2nccn2c1
→ . | 4.9 | 2.5 | 0.8 | -7.2 | -2.7 | 1.7 | 6.9 | -2.5 | -1.9
CCOC(=O)C1CCCN(S(=O)(=O)Cc2ccc(Cl)cc2)C1 (configuration not stated)
→ 3.5 | -4.7 | 0.3 | 5.7 | 0.5 | 1.5 | -2.2 | 0.2 | 0.7 | -1.0
O=C(CSc1nnc2ccc(-c3ccc(F)cc3)nn12)NCC1CCCO1 (configuration not stated)
→ -1.6 | -1.0 | -4.1 | -2.1 | -0.5 | 0.3 | 1.0 | 0.6 | 2.2 | 1.6
CC(C)COC(=O)N1CCCC(c2cc(C(=O)Nc3ccccc3Cl)no2)C1 (configuration not stated)
→ . | -2.9 | -3.2 | -8.8 | -11.0 | 1.9 | -1.1 | 0.2 | 0.6 | -5.0
CC1=C(C(=O)OCc2ccc3c(c2)OCO3)C(c2ccccc2OCc2ccccc2)NC(=O)N1 (configuration not stated)
→ -53.4 | -8.8 | 8.0 | -2.5 | -7.2 | -0.2 | -9.2 | 4.4 | -16.0 | -3.4
COc1ccc(CNC(=O)CCC(=O)Nc2nnc(C(C)C)s2)cc1
→ 2.1 | -0.1 | -2.1 | -0.8 | 13.7 | 2.3 | -2.5 | -3.4 | 2.2 | -2.1
O=C(Cc1c(Cl)cccc1Cl)OCC(=O)c1ccc[nH]1
→ -0.2 | 2.6 | -0.2 | -3.1 | -1.9 | 1.2 | -3.8 | 2.2 | -0.1 | 1.8
O=C(NCc1ccncc1)c1cc(C(=O)C2CC2)c[nH]1
→ -0.2 | -2.4 | -2.0 | 11.2 | 3.4 | 0.9 | 0.9 | -1.5 | 0.3 | -0.9
COCCn1c(SCC(=O)Nc2ccccc2F)nnc1-c1ccoc1C
→ 2.3 | 1.4 | 0.6 | -8.2 | 1.7 | 0.3 | -1.3 | -3.2 | 1.2 | 0.3
COC(=O)c1[nH]c2cccc(OC)c2c1NC(=O)CN1CC(C)OC(C)C1 (configuration not stated)
→ 0.4 | -1.1 | -1.5 | -6.7 | -2.3 | -2.7 | 3.9 | -8.1 | 0.5 | 2.7
CCOCCCNC(=O)c1ccc(CS(=O)(=O)Cc2ccccc2F)o1
→ -1.2 | 2.9 | 2.2 | 4.2 | 2.1 | -0.4 | -2.3 | 2.0 | 2.0 | -1.9
Cc1nn(CC(=O)OCC(=O)Nc2ccccc2[N+](=O)[O-])c(C)c1[N+](=O)[O-]
→ 9.1 | 1.6 | 0.5 | -1.6 | -8.0 | -3.5 | 3.7 | 0.8 | -1.7 | -1.5
CCc1ccc(CN(C)C(=O)CC2C(=O)NCCN2Cc2ccoc2)cc1 (configuration not stated)
→ 2.5 | -1.5 | 1.1 | 0.3 | -4.6 | -2.4 | 0.8 | -0.1 | -2.8 | -0.6
COC(=O)c1sccc1OC(C)C(C)=O (configuration not stated)
→ 1.0 | 1.9 | -7.7 | -6.8 | 11.7 | -1.0 | 1.6 | 1.2 | -1.5 | -1.2
COc1ccc(S(=O)(=O)Oc2ccc3ccccc3c2)cc1
→ -18.9 | -2.8 | -2.6 | -2.9 | 2.0 | 2.0 | -17.1 | 0.3 | 2.4 | 1.6
O=C(NCc1ccccc1Cl)C1CCN(c2cnccn2)CC1
→ 11.9 | -0.3 | -1.0 | 13.0 | 4.2 | 1.6 | -1.2 | -3.3 | -0.1 | -0.9
COC(=O)Cn1c(=NC(=O)C2CC2)sc2c(C)cc(C)cc21
→ -9.3 | 10.6 | 3.3 | 15.8 | 10.7 | -0.7 | 0.4 | 0.1 | 7.2 | -0.8
O=C(NCCc1ccccc1)C(=O)NCC(c1ccco1)N1CCOCC1 (configuration not stated)
→ -7.9 | -0.1 | -3.2 | -12.9 | -14.9 | -1.0 | 3.3 | -8.2 | 4.8 | 3.1
COc1ccc(-c2csc(NC(=O)Cc3ccccc3F)n2)cc1OC
→ -19.1 | -1.6 | -2.1 | -2.4 | -7.3 | 1.4 | -16.1 | 14.2 | 11.6 | -3.9
COCCN1C(=O)C(O)=C(C(=O)c2cccs2)C1c1ccccc1 (configuration not stated)
→ -6.8 | 9.8 | 3.1 | 2.3 | -11.8 | 1.1 | 3.5 | -0.3 | 2.2 | -1.7
Cc1ccc(-n2c(C)cc(C)c(C#N)c2=O)cc1
→ -1.0 | -1.5 | -3.9 | 1.9 | 0.8 | 1.5 | 1.9 | 0.7 | 2.8 | -4.7
CCCCCCN(C(=O)CCCCCN1C(=O)NC(c2ccc([N+](=O)[O-])cc2)C(C(=O)OCc2ccccc2)=C1C)C(C(=O)NCCCC)c1ccc(OCC(=O)OC)c(C(=O)OC)c1 (configuration not stated)
→ . | -2.0 | 1.2 | 4.8 | 5.3 | -1.6 | 9.8 | 25.8 | -0.5 | 0.6
O=C1NC(=O)C(c2ccccc2)(c2ccc(O)cc2)N1 (configuration not stated)
→ -1.2 | 5.3 | 2.7 | 6.3 | 22.6 | 0.6 | 7.8 | 1.6 | -3.0 | 2.9
Cc1cc(-c2nnc(CCC(=O)N(C)C(C)c3cccs3)o2)no1 (configuration not stated)
→ 2.7 | 3.5 | 1.3 | 15.5 | 4.7 | 1.1 | 2.0 | 1.7 | -1.6 | 3.0

Screens as filed in PubChem BioAssay.
